Source: PubChem BioAssay
SIRT5 block: sirtuin-5 (human) deacylase inhibition; Q9NXA8; AID 652115; 330,000 compounds, 1.1% hits; inhibition, % at 15 µM; Purified SirT5, succinyl-peptide AMC, trypsin-coupled fluorescence; in the data active means inhibition above about 15%
Target sequence (Q9NXA8 whole entry, looked up): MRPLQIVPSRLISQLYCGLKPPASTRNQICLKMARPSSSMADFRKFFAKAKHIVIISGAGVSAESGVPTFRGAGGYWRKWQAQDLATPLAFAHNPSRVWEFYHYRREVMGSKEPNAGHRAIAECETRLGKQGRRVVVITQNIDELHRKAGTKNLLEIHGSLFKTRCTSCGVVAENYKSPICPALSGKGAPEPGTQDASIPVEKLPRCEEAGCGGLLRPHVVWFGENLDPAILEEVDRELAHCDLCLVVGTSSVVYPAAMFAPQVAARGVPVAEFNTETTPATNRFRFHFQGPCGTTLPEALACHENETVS
ARNT-TACC3 inh: ARNT/TACC3 interaction disruption | Q9Y6A5 | AlphaScreen His-ARNT PAS-B/GST-TACC3 binding, luminescence; TACC3 fragment carries E629A point mutation | inhibition, % at 9.99 µM | 390,000 compounds, 0.66% hits | AID 623870;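 active means mean inhibition of replicates at least 50% and at least half of replicates each reaching 50%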;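 further: 0% = complete ARNT plus TACC3 wells and 100% = ARNT alone without TACC3; many hits fall short of the cut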
miR122 inh: miR-122 inhibition in Huh7 cells. AID 602342. Huh7 miR-122 Renilla luciferase sensor, 48 h; neutral wells = 0, positive control = 100. activation (reporter increase), % at 12.5 µM. 340,000 compounds, 0.3% hits;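 active means mean replicate activation score at least 90 and every replicate individually at or above 90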;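 further: higher luciferase means less miR-122 activity so hits act as miR-122 inhibitors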
esBAF inh: blocks esBAF chromatin remodeling in mouse ES cells; Bmi1-luciferase knock-in reporter, 24 h; 100% = twice the neutral-well signal; reporter increase, % at 12.5 µM; 350,000 compounds, 2% hits; in the data active means activation above about 40%;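 further: 0% = median of the plate's neutral control wells and 100% = double that signal; a rise in the Bmi1 reporter signal indicates esBAF inhibition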
ERp5 inh: inhibitors of human ERp5; 350,000 compounds, 0.05% hits; Q15084; ERp5 insulin aggregation, absorbance 650 nm, 90 min; inhibition, % at 9.99 µM;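 active means mean replicate inhibition above about 25%, with every replicate also reaching it, limit read from the data, passing the limit was not always enough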
Target sequence (Q15084 whole entry, looked up): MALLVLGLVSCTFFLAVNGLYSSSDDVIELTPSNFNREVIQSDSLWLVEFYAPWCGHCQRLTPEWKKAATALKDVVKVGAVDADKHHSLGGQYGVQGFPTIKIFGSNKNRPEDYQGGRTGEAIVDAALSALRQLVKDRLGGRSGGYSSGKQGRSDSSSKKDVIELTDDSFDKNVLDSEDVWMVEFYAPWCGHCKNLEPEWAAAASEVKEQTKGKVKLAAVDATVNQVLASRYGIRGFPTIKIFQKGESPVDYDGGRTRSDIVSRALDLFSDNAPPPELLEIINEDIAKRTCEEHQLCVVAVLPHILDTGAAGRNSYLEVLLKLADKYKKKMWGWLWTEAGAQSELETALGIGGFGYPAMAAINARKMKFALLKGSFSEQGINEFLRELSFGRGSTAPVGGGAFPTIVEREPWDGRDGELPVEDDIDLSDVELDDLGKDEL
Statin myotox sup: protects C2C12 myotubes from simvastatin toxicity | ATP luminescence, 48 h; scaled: DMSO 0, geranylgeraniol control 100 | rescue of ATP level, % at 7.49 µM | 330,000 compounds, 0.78% hits | AID 602340;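 active means mean ATP rescue above about 67%, or every replicate alone reaching that limit, limit read from the data, passing the limit was not always enough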;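 further: myotubes were challenged with 10 µM simvastatin during compound exposure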
Cneo AK release: Cryptococcus neoformans lysis via adenylate kinase release | lysis activity, % at 15 µM | C. neoformans lysis, adenylate kinase release luminescence, 4 h; normalised: neutral wells 0, clomiphene wells 100 | 360,000 compounds, 0.2% hits;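 active means mean lysis activity across replicates of at least 80%, whatever share of replicates individually reach that level; inactive means mean lysis activity below 80%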
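Material – Cryptococcus neoformans yeast cells · Quantity – 5 × 10^6 yeast cells/mL · Buffer or medium – YPD medium · Compound – single dose · Timing – 4 h static compound exposure, 37 °C, read 1 h post-reagent · Signal – adenylate kinase release luminescence · Read-out basis – lysis from increased AK signal · Benchmarks – Clomiphene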
Active calls of the source: *; . = not tested or not shown; & = joins results of further samples; [ ] = remark or other dose.

Codes – A = SIRT5 block; B = ARNT-TACC3 inh; C = miR122 inh; D = esBAF inh; E = ERp5 inh; F = Statin myotox sup; G = Cneo AK release
Cc1noc(C)c1NC(=O)N(C)C[C@@H]1Oc2ccc(NC(=O)C3CCCCC3)cc2CC(=O)N([C@@H](C)CO)C[C@H]1C
  A = -3	B = 14	C = 57[16.7 µM]	D = -7	E = -1	F = 18	G = 4
Cc1ccc(-c2noc(-c3ccno3)n2)cc1
  A = 0	B = -19	C = .	D = .	E = 0	F = .	G = .
CCOC(=O)C(C)On1c(SC(C)C(=O)OCC)nc2ccccc2c1=O (stereo unspecified)
  A = .	B = -8	C = -17	D = -5	E = .	F = 1	G = 0
COCCNC(=S)N1CCc2cc(OC)c(OC)cc2C1COc1ccc(C(C)C)cc1 (stereo unspecified)
  A = 1	B = -17	C = 1	D = .	E = 3	F = .	G = 1
COc1ccc(-c2sc3cc4c(cc3c2-c2ccc(OCCN3CCCCC3)cc2)OCO4)cc1
  A = .	B = 5	C = 11	D = -11	E = .	F = -18	G = -5
CC(=O)Nc1ccc(NC(=O)CSc2nnc(NC(=O)Cc3ccc(F)cc3)s2)cc1
  A = 1	B = -4	C = -3	D = -7	E = 6	F = 9	G = 2
Cc1ccc(CSc2nnc(C)c(=O)n2N)cc1
  A = .	B = 0	C = -3	D = .	E = 1	F = .	G = -2
Cn1c(=O)c2c(nc(NCCNC(=O)c3ccco3)n2Cc2ccccc2Cl)n(C)c1=O
  A = .	B = 2	C = -10	D = -3	E = .	F = 1	G = -9
COc1ccc(S(=O)(=O)N(C)C[C@@H]2Oc3c(NC(=O)Nc4ccccc4)cccc3C(=O)N([C@@H](C)CO)C[C@@H]2C)cc1
  A = .	B = .	C = -2[16.7 µM]	D = -1	E = .	F = 9	G = .
Cc1cccc(N(C(=O)CNC(=O)c2ccco2)C(C(=O)NC2CCCC2)c2cccnc2)c1 (stereo unspecified)
  A = .	B = -4	C = -3	D = 4	E = .	F = 2	G = 1
Cc1cccc(CCNC(=O)Cn2ncc3c([nH]c4ccccc43)c2=O)c1
  A = .	B = -2	C = -2	D = -8	E = .	F = 20	G = -3
O=S(=O)(N[C@@H]1CC[C@H](CCn2cc(-c3cccc(F)c3)nn2)O[C@@H]1CO)c1ccc(Cl)cc1
  A = 1	B = -35	C = .	D = 15	E = 12	F = 28	G = 11
COc1ccc(S(=O)(=O)NCC(c2ccc(F)cc2)N2CCOCC2)cc1Br (stereo unspecified)
  A = -4	B = -1	C = .	D = .	E = -1	F = -14	G = -2
COc1ccc2[nH]c3c(c2c1)CCN1C(=O)C(CC(=O)NC(C)(C)C)C[C@H](C(=O)N(C(C)C)C(C)C)[C@@]31C (stereo partly specified)
  A = 2	B = 5	C = -11	D = -2	E = 0	F = -6	G = -1
Cc1ccc(S(=O)(=O)CCC(=O)NCCc2ccccc2)cc1
  A = -1	B = -9	C = 2	D = -7	E = -1	F = 5	G = 0
CC(C)CN1CCN(Cc2ccc(Oc3ncccn3)cc2)CC1CCO (stereo unspecified)
  A = -1	B = -1	C = -4	D = -8	E = -2	F = 7	G = -5
COc1ccc(C(=O)COC(=O)c2ccccc2C(=O)N(C)c2ccccc2)c(OC)c1
  A = -4	B = .	C = -4	D = 18	E = -1	F = -16	G = 0
CC(C)c1ccccc1OCC(=O)N(C)CC(=O)Nc1ccc(F)cc1
  A = -3	B = 1	C = -1	D = -1	E = -1	F = -6	G = 0
O=C(Nc1cc(-c2nc3ncccc3o2)ccc1Cl)c1ccco1
  A = -1	B = .	C = 3	D = 7	E = -1	F = 3	G = -1
Cc1ccc(-c2cc(C(=O)Nc3ccccc3C)c3ccccc3n2)o1
  A = .	B = -3	C = -3	D = -2	E = .	F = -3	G = .
Cn1c(Cl)nc2ccccc21
  A = .	B = .	C = -2	D = -2	E = .	F = 3	G = -1
CC(C)N=C(NC#N)SCC(=O)NC(C)(C)C
  A = .	B = -4	C = 4	D = 5	E = .	F = 14	G = 2
O=C(CCc1nnc(-c2ccc3c(c2)OCO3)o1)NCCc1ccccc1F
  A = -3	B = -1	C = -10	D = 8	E = 1	F = 7	G = 0
CC(Oc1ccc(Br)cc1Cl)C(=O)Nc1ccncc1 (stereo unspecified)
  A = 0	B = 19	C = 2	D = 1	E = 1	F = -13	G = 3
Cc1nn(-c2ccc(N3CCCCC3)nn2)c(C)c1CCC(=O)Nc1cc(F)ccc1F
  A = 0	B = 6	C = -8	D = 63*	E = 4	F = 9	G = 1
COc1ccc(-c2nn(-c3ccccc3)cc2C(=O)Nc2cccc(S(=O)(=O)NC3=NCCC3)c2)cc1
  A = -3	B = 3	C = 81	D = 2	E = 8	F = 9	G = -1
CCOC(=O)c1ccc(NC(=S)NCc2ccc(F)cc2)cc1
  A = -6	B = 2	C = .	D = .	E = 0	F = .	G = .
CC(C)NC(=O)NCC[C@H]1CC[C@@H](NC(=O)CCN2CCCCC2)[C@H](CO)O1
  A = 3	B = -3	C = .	D = -3	E = 3	F = -12	G = -1
C[C@@H]1CCCCO[C@H](CN(C)C(=O)Nc2cccc3ccccc23)[C@@H](C)CN([C@H](C)CO)C(=O)c2cc(NS(=O)(=O)c3ccc(F)cc3)ccc2O1
  A = 0	B = -9	C = -6[16.7 µM]	D = 6	E = 4	F = .	G = 6
O=C(NCCNC1CCC(c2ccccc2)CC1)c1ccc(F)cc1 (stereo unspecified)
  A = -3	B = -1	C = 9	D = -12	E = 0	F = -12	G = 1
COc1ccc(-c2cnc3c(c2)C(=O)N([C@H](C)CO)C[C@H](C)[C@@H](CN(C)C(=O)Cc2ccncc2)O3)cc1
  A = -6	B = -2	C = -3[16.7 µM]	D = 2	E = -12	F = 24	G = 0
CCNC(=O)C[C@@H]1CC[C@@H]2[C@H](COC[C@@H](O)CN2C(=O)c2cc(Cl)cc(Cl)c2)O1
  A = .	B = -12	C = -1[16.7 µM]	D = 17	E = .	F = -4	G = -1
CN(C(=O)COC(=O)CCC1CCCCC1)c1c(N)n(Cc2ccccc2)c(=O)[nH]c1=O
  A = 6	B = -9	C = 1	D = -2	E = 2	F = -52	G = -1
COC(=O)C1(C(=O)OC)C2C(=O)C3C(C21)C3(C(=O)OC(C)(C)C)C(=O)OC(C)(C)C (stereo unspecified)
  A = .	B = .	C = 0	D = 1	E = -4	F = -1	G = 0
O=C(O)/C=C/C(=O)NCCC(c1ccccc1)c1ccccc1
  A = 3	B = -2	C = -2	D = .	E = 15	F = .	G = 4
Clc1ccc(-c2nnc3n2CCCC3)cc1
  A = .	B = -2	C = -2	D = -5	E = .	F = -14	G = 1
Cc1ccc(-n2c(C)cc(/C=N/NC(=O)CC3(C)OCCO3)c2C)cc1
  A = .	B = 2	C = 30	D = 3	E = .	F = -1	G = 0
CCCNC(=O)N1C[C@@H](C)[C@@H](OC)CN(C)C(=O)c2cc(NC(C)=O)ccc2OC[C@@H]1C
  A = -12	B = -7	C = -3[16.7 µM]	D = -4	E = -5	F = -5	G = -1
C[C@H](CO)N1C[C@H](C)[C@@H](CN(C)C(=O)Oc2ccccc2)OCc2cn(nn2)CCCC1=O
  A = -4&-19	B = -2	C = 1	D = 4&0	E = -2&-2	F = 13&0	G = 1&3
O=C1NC2=C(C(=O)CCC2)C(c2ccc3ncccc3c2)N1 (stereo unspecified)
  A = -5	B = -1	C = -3	D = -7	E = 1	F = -5	G = 1
CC1CC(=O)Nc2ccccc2N1C(=O)Cn1cnc2ccccc2c1=O (stereo unspecified)
  A = 11	B = .	C = 0	D = -3	E = 4	F = 6	G = -1
CS(=O)(=O)c1nc(S(=O)(=O)c2ccc(Cl)cc2)c(NCCN2CCOCC2)s1
  A = -4	B = -1	C = -7	D = 6	E = 1	F = 5	G = 3
NS(=O)(=O)c1ccc(CCNC(=O)C(=O)c2c[nH]c3ccccc23)cc1
  A = -1	B = -9	C = .	D = .	E = -1	F = .	G = .
O=C(NCc1ccccc1)c1onc(CSc2ccc(F)c(F)c2)c1C(=O)NCc1ccccc1
  A = .	B = 1	C = -5	D = -8	E = .	F = 10	G = 1
CC(Oc1ccc2c(c1)c1ccnc3c4ccccc4c(=O)n2c13)C(=O)NCCN1CCOCC1 (stereo unspecified)
  A = .	B = 48*	C = -3	D = 31	E = .	F = 11	G = -1
CC(=O)c1ccc(-c2ccc(/C=C(/Sc3n[nH]c(C)n3)C(=O)O)o2)cc1
  A = 1	B = 2	C = .	D = .	E = -2	F = .	G = .
COc1cccc(OC)c1NC(=O)c1ccc(-c2cc(Cl)ccc2Cl)o1
  A = 2	B = .	C = -1	D = 1	E = 0	F = 2	G = -4
CC(C)(C)CC(C)(C)N=C1NS(=O)(=O)c2cc([N+](=O)[O-])ccc21
  A = 3	B = -2	C = .	D = .	E = -2	F = .	G = .
CC(C)(C)c1ccc(N2C(=O)CS(=O)(=O)C2c2ccccc2)cc1 (stereo unspecified)
  A = -4	B = 2	C = .	D = .	E = -2	F = .	G = 20
COCC(=O)Nc1ccc2c(c1)OC[C@H](C)N(C(=O)c1cccnc1)C[C@H](C)[C@@H](OC)CN(C)C2=O
  A = 4	B = -7	C = -3[16.7 µM]	D = -3	E = -3	F = 2	G = 2

Some values from the list.
For SIRT5 block, CC(C)(C)CC(C)(C)N=C1NS(=O)(=O)c2cc([N+](=O)[O-])ccc21 is listed with 3
For Cneo AK release, COc1cccc(OC)c1NC(=O)c1ccc(-c2cc(Cl)ccc2Cl)o1 is listed with -4
For ARNT-TACC3 inh, CC(Oc1ccc2c(c1)c1ccnc3c4ccccc4c(=O)n2c13)C(=O)NCCN1CCOCC1 (stereo unspecified) is listed with 48*

(continued)
Codes – A = SIRT5 block; B = ARNT-TACC3 inh; C = miR122 inh; D = esBAF inh; E = ERp5 inh; F = Statin myotox sup; G = Cneo AK release
O=S(=O)(Nc1nc2ccccc2nc1Cl)c1ccc(Cl)cc1
  A = .	B = -1	C = 0	D = .	E = .	F = .	G = -1
COc1ccc(NC(C)=O)cc1NC(C)C(=O)Nc1ccccc1F (stereo unspecified)
  A = .	B = 3	C = 1	D = 5	E = .	F = 6	G = -3
CN1C(=O)c2cc(NC(=O)c3cscn3)ccc2OC[C@H]2O[C@H](CC(=O)NCc3ccc(Cl)c(Cl)c3)CC[C@H]21
  A = 2	B = 0	C = -28[16.7 µM]	D = 6	E = -4	F = 78*	G = 3
CCN(C(=O)C(C)Sc1ccc(S(=O)(=O)N2CCOCC2)cn1)c1ccccc1 (stereo unspecified)
  A = -2	B = -4	C = -9	D = 7	E = 2	F = -16	G = -1
Cc1c(C(=O)N2CCCC2)c(S(=O)(=O)Nc2ccccc2)c(C)n1C
  A = -4	B = -1	C = 5	D = -2	E = 5	F = -19	G = 0
O=C(O)c1ccc(NC(=O)c2ccccc2NC(=O)c2ccccc2Br)cc1
  A = 0	B = 4	C = -2	D = -6	E = 4	F = 19	G = -5
Cc1ccc(C2=NCCn3nc4cc([N+](=O)[O-])ccc4c32)cc1
  A = -1	B = 6	C = 5	D = 5	E = 8	F = -6	G = -1
COCCCn1c(-c2ccccc2Cl)n[nH]c1=S
  A = .	B = 5	C = -2	D = 0	E = .	F = .	G = -1
O=C(Cc1c(F)cccc1Cl)NCCc1c[nH]c2ccccc12
  A = 5	B = 5	C = -2	D = 4	E = 8	F = -3	G = -4
Cc1ccc2c(Cl)c(C(=O)Nc3cc(C)on3)sc2c1
  A = .	B = -5	C = 8	D = 60*	E = .	F = 6	G = -2

Part of the list above with just Cneo AK release.
smiles	Cneo AK release
CN1C(=O)c2cc(NC(=O)c3cscn3)ccc2OC[C@H]2O[C@H](CC(=O)NCc3ccc(Cl)c(Cl)c3)CC[C@H]21	3
COCCCn1c(-c2ccccc2Cl)n[nH]c1=S	-1
O=S(=O)(Nc1nc2ccccc2nc1Cl)c1ccc(Cl)cc1	-1
Cc1ccc2c(Cl)c(C(=O)Nc3cc(C)on3)sc2c1	-2
CCN(C(=O)C(C)Sc1ccc(S(=O)(=O)N2CCOCC2)cn1)c1ccccc1 (stereo unspecified)	-1
